APEX1 inh: qHTS Assay for Inhibitors of the Human Apurinic/apyrimidinic Endonuclease 1 (APE1) | AID 2517, 2012 | Potency, µM (highest dose often 65.8 µM), for the others: at the highest dose activity change, negative = inhibition, most hits filed as inhibitors | recombinant APE1, TAMRA/BHQ-2 abasic DNA cleavage fluorescence | hit rate 0.35% among 350,000;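 also: plate controls were vehicle for no effect and reference inhibitor for full effect; nearly all actives have a fitted effect of over 55% in size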
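Measures dequenching upon AP-site incision of a 5'-TAMRA/3'-BHQ-2 THF-containing duplex, 50 nM; human APE1 0.75 nM after 15 min room-temperature exposure to compound; kinetic three-point read at one-minute spacing.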
POLH inh: qHTS for Inhibitors of Polymerase Eta. DNA polymerase eta (Homo sapiens), Q9Y253. recombinant Pol eta, fluorescent DNA replication assay. Potency, µM (doses to about 114 µM), inactives show at the top dose activity change, negative = inhibition, hits mostly inhibitors. hit rate 1.2% among 390,000. AID 588591, 2011; also: % is scaled to controls: 0 for no effect and ±100 for the full control effect
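Pol eta (10 nM) was preincubated with compounds for 15 min at room temperature, after which fluorescent replication substrate (50 nM final) was added to start the reaction. Fluorescence was read kinetically at 0 and 10 min.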
BLM inh: qHTS Assay for Inhibitors of Bloom's syndrome helicase (BLM) | RecQ-like DNA helicase BLM (Homo sapiens), P54132 | recombinant BLM DNA unwinding, fluorescence dequenching | Potency, µM (top dose mostly 56.1 µM), inactives show top-dose activity change, negative = inhibition, usual class: inhibitors | hit rate 0.2% among 350,000;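 also: plate controls were vehicle for no effect and no enzyme for full effect; nearly all actives have a fitted effect of over 35% in size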
Anesthetic bind: qHTS Assay for Identification of Novel General Anesthetics; apoferritin/1-aminoanthracene competitive binding, fluorescence; Potency, µM (series often up to 77.5 µM), inactives show at the top dose activity change, negative = displacement, most hits filed as inhibitors; hit rate 0.074% among 350,000; also: % is scaled to controls: 0 for no effect and ±100 for the full control effect; nearly all actives have a fitted effect of over 20% in size
Target sequence (P02791 2-175 limits assumed): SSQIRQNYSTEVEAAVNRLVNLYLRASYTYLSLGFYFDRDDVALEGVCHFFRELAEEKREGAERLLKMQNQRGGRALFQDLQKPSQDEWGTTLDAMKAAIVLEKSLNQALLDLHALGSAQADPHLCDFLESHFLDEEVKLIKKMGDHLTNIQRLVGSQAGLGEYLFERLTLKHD
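Apoferritin-based anesthetic binding model; compound displacement of fluorescent 1-AMA measured as endpoint fluorescence after 10 minutes at room temperature, scaled to free-ligand and complex controls.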
Pol beta inh: qHTS Assay for Inhibitors of DNA Polymerase Beta | Pol beta primer extension/strand displacement, fluorescence kinetic | P06746 | hit rate 1.3% among 340,000 | AID 485314, 2010 | Potency, µM (highest dose often 114 µM), for the others: at the highest dose activity change, negative = inhibition, hits mostly inhibitors; also: % is scaled to controls: 0 for no effect and ±100 for the full control effect
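Reaction started by 50 nM substrate onto compound-treated Pol beta (10 nM, 15 min preincubation, room temperature); plates read at 0 min and 10 min. Normalized concentration-effect data fitted by four-parameter Hill equation.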
Pol kappa inh: qHTS for Inhibitors of Polymerase Kappa | purified Pol kappa, fluorescent DNA synthesis assay, 10 min | DNA polymerase kappa (Homo sapiens), Q9UBT6 | Potency, µM (series often up to 107 µM), for the others: top-dose activity, negative = inhibition, hits mostly inhibitors | AID 588579, 2011 | hit rate 0.53% among 400,000; also: % is scaled to controls: 0 for no effect and ±100 for the full control effect
Target sequence (Q9UBT6 whole entry, looked up): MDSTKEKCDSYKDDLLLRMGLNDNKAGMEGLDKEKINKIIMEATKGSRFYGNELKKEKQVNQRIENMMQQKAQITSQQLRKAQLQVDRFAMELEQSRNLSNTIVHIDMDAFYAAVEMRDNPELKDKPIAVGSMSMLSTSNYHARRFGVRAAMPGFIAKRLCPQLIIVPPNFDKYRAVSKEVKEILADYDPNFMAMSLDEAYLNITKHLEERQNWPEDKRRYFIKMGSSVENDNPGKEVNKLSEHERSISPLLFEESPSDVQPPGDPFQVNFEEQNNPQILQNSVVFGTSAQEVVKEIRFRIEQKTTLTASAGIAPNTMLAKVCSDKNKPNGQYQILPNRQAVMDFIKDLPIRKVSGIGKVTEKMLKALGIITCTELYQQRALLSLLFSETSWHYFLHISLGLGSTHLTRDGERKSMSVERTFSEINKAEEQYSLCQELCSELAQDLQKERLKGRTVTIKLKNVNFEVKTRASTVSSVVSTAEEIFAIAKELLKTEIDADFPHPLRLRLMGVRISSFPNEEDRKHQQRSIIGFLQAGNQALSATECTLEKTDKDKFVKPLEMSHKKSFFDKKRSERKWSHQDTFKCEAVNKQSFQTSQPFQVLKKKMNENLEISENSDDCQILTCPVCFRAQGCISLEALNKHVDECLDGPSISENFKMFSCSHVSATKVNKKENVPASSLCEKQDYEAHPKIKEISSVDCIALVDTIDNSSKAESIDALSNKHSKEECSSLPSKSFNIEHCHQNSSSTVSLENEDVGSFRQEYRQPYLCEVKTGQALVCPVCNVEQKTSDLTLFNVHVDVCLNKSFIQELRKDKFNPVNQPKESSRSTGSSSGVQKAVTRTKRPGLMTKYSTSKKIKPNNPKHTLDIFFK
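Inhibition of 10 nM Pol kappa is measured by a fluorescent read-out at 0 and 10 min following addition of 50 nM substrate (final), with a 15-min room-temperature compound preincubation.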
G9a inh: qHTS Assay for Inhibitors of Histone Lysine Methyltransferase G9a; Histone-lysine N-methyltransferase EHMT2 (Homo sapiens), Q96KQ7; G9a H3K9 monomethylation, AlphaScreen, 2 h; Potency, µM (titrated, usually from 102 µM), inactives show top-dose activity, negative = inhibition, usual class: inhibitors; hit rate 8.8% among 350,000; AID 504332, 2011; also: % is scaled to controls: 0 for no effect and ±100 for the full control effect; nearly all actives have a fitted effect of over 75% in size
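Step 1: enzyme (final 20 nM) with compound, 15 min RT. Step 2: substrate peptide 500 nM and SAM 20 uM, 2 h RT. Step 3: anti-H3K9me1 antibody and AlphaScreen beads, 10 min, then plate read.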
POLI inh: qHTS for Inhibitors of Polymerase Iota. Potency, µM (top dose mostly 115 µM), inactives show at the top dose activity, negative = inhibition, hits mostly inhibitors. AID 588590, 2011. DNA polymerase iota (Homo sapiens), Q9UNA4. hit rate 1% among 390,000. Pol iota fluorescent replication assay, 10 min
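Pol iota at 10 nM preincubated 15 min with compounds at room temperature; reaction started with fluorescent substrate, 50 nM final. Fluorescence read kinetically at 0 and 10 min; buffer-only wells as negative control.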
BAZ2B inh: qHTS Assay for Inhibitors of BAZ2B. hit rate 4.4% among 360,000. Bromodomain adjacent to zinc finger domain protein 2B (Homo sapiens), Q9UIF8. AlphaScreen BAZ2B-H3K14Ac peptide displacement. AID 504333, 2011. Potency, µM (series often up to 114 µM), inactives show at the top dose activity change, negative = inhibition, actives largely listed as inhibitors; also: % is scaled to controls: 0 for no effect and ±100 for the full control effect; nearly all actives have a fitted effect of over 60% in size
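BAZ2B (50 nM) with biotin-H3(5-23)K14Ac peptide (50 nM) in PBS pH 7.4, 0.01% Tween-20, preformed 30 min, then compound 30 min at room temperature; top concentration 110uM. AlphaScreen streptavidin donor/nickel chelate acceptor beads (10 ug/mL final), 20 min dark, signal read.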
The depositor's hits bear a star; ? = inconclusive; · = not tested or not shown; [ ] = remark or other dose. Calls follow the shape of the dose curve; as a rule, active = well fitted curve in the direction sought with a large enough effect; inconclusive = small, poorly fitted or top-dose-only effect, or another doubt; inactive = no such curve, though single readings can be large; an effect the other way counts as inactive or inconclusive. Potency is read from the fitted curve at half-maximal effect. This is a subset; count on the stated rates, not on these rows.

Results follow in this order: Pol kappa inh	BAZ2B inh	Anesthetic bind	BLM inh	APEX1 inh	POLI inh	Pol beta inh	POLH inh	G9a inh
> OCCN(Cc1ccccc1)CC1CCCCC1
    6%	?	-15%	0%	-5%	19%	27%	-15%	11µM*
> CCNc1nc(NCC)nc(-n2nc(C)cc2C)n1
    -3%	9%	-4%	-1%	2%	23%	0%	-14%	-2%[59 µM]
> Cc1ccc(CNC(=O)c2ccc3c(c2)NC(=O)CS3)cc1
    4%	0%	-7%	-2%	-8%	46%	37%[activator]	-17%	38%[59 µM]
> COc1ccc(COC(=O)N/N=C(\C)CC(=O)Nc2c(C)cc(C)cc2C)cc1
    1%	4%	-19%	2%	1%	11%	24%	-12%	·
> COc1cccc(NC(=O)CN(C)C(=O)COc2cc(C)ccc2Cl)c1
    -5%	6%	·	·	-14%	15%	·	-5%	9%[12.7 µM]
> Cc1cccc(C)c1NC(=O)c1ccc(-c2ccc(Cl)cc2Cl)o1
    -8%	-6%	-3%	-8%	8%	-5%	12%	-4%	-29%
> O=C(NC1CCCCC1)c1cc(S(=O)(=O)N2CCOCC2)ccc1Cl
    -17%	10%	5%	1%	-9%[12.4 µM]	-28%	9%	-3%	6%[59 µM]
> COc1ccc(-n2nc(C(=O)N3CCN(c4cccc(C)c4)C(C)C3)c3c4ccccc4n(C)c3c2=O)cc1 (configuration not stated)
    -9%	·	2%	-3%	·	18%	13%	·	5%[59 µM]
> CCOc1cccc(-c2nnc3sc(-c4ccco4)nn23)c1
    -17%	4%	-11%	-3%	2%	0%	8%	-7%	7.9µM*
> COc1cccc(CN2CC(C(=O)NCCn3ccc(C)n3)CCC2=O)c1 (configuration not stated)
    -7%	-10%	-4%	0%	48%[activator]	1%	25%	-8%	20%
> CCOc1ccccc1/C=N/Nc1cc(C)nc2ccc(C)cc12
    -6%	?	-1%	-9%	-23%	96%[activator]	18%	-22%	·
> Cc1ccc(CC2C(=O)N(c3ccc(C)cc3)C(=O)C2C)cc1 (configuration not stated)
    -21%	-3%	-17%	-6%	8%	40%[activator]	-11%	-10%	21%[59 µM]
> CC1CC(C)CN(C(=O)C(C)N2CCN(S(=O)(=O)c3cccs3)CC2)C1 (configuration not stated)
    -7%	0%	·	·	9%	23%	·	-5%	-9%[2.33 µM]
> Cc1ccc(NC(=O)c2cnn3c(C(F)F)cc(-c4ccccc4)nc23)cc1F
    -10%	3%	-7%	-2%	·	-3%	-24%	-7%	-13%[59 µM]
> COc1ccc(NC(=O)CSc2nnnn2Cc2ccccc2)cc1
    8%	-2%	-7%	-3%	-2%	-17%	0%	-16%	27%
> C/C(=N\NC(=O)c1ccc(OC2CCCC2)cc1)c1ccc(C)s1
    1%	10%	-4%	-3%	1%	-2%	28%	-9%	-7%
> COc1ccc(C(=O)NCCCc2ccccc2)cc1OC
    -1%	-9%	-3%	2%	-9%	21%	2%	-3%	-5%[0.501 µM]
> O=C(c1ccccc1NS(=O)(=O)c1ccccc1[N+](=O)[O-])N1CCOCC1
    -2%	29%	43%[activator]	5%	3%	11%	8%	-2%	-10%[59 µM]
> CCN(CC)C(=O)c1sc2c(c1C)c(=O)n(-c1ccc(C)c(C)c1)c(=O)n2Cc1cc(=O)n2c(C)cccc2n1
    3%[60.1 µM]	-4%	-24%	-1%	·	-5%	5%	-12%	2%[59 µM]
> C[C@H](NC(=O)C1CCN(S(=O)(=O)c2ccccc2)CC1)C(=O)NCc1cccc(Cl)c1
    0%	24%	-5%	-3%	83%[activator]	4%	14%	-18%	?

(further entries)
Results follow in this order: Pol kappa inh	BAZ2B inh	Anesthetic bind	BLM inh	APEX1 inh	POLI inh	Pol beta inh	POLH inh	G9a inh
> O=C(N/N=C1\CCCc2c1[nH]c1ccc(Cl)cc21)c1ccncc1
    -8%	-10%	-8%	-11%	12%	-1%	?	-18%	6%[59 µM]
> CN(CC(=O)NCCc1ccccc1)S(=O)(=O)c1ccc(Br)s1
    ?	0%	-6%	-11%	-7%	25%	62%	-4%	16%
> CN(c1ccc(-c2csc(NC(=O)C3CC(=O)N(Cc4ccco4)C3)n2)cc1)S(C)(=O)=O (configuration not stated)
    ?	?	·	·	-27%	45µM*	·	50µM*	?
> CC(NS(C)(=O)=O)C(c1cccs1)N1CCN(Cc2ccccc2)CC1 (configuration not stated)
    -10%	10%	4%	3%	-4%	0%	-2%	-18%	-17%[59 µM]
> O=C1C2N=NN(CC(=O)N3N=C(c4cccc5ccccc45)CC3c3ccccc3)C2C(=O)N1c1ccccc1 (configuration not stated)
    -16%	-2%	-13%	-5%	-1%	?	-1%	-9%	-48%[59 µM]
> COCCCNC(=O)COc1ccc(Cl)c(C)c1
    -13%	9%	-10%	2%	11%	0%	3%	-11%	-11%
> Cc1cccc(CN2C(=O)c3ccccc3S(=O)(=O)c3ccc(C(=O)N4CCN(c5cc(C)ccc5C)CC4)cc32)c1
    -13%	-23%	-23%	-5%	·	12%	-1%	-23%	?
> O=C(Nc1ccc(Cl)c(Cl)c1)NC1CCS(=O)(=O)C1 (configuration not stated)
    -10%	0%	-9%	3%	-11%	58%[activator]	51%	-7%	18%
> CNc1cc(CSC)nc(SCc2ccc(Cl)c(Cl)c2)n1
    -14%	6%	-12%	-11%	-2%	?	26%	-15%	32µM*
> COCc1cc(=O)n2c(-c3ccccc3OC)n[nH]c2n1
    -16%	-28%	-9%	0%	1%	4%	-1%	-18%	3.2µM*
> C=CCn1c(SCC(=O)Nc2ccc(C(=O)OCC)cc2)nnc1-c1sc(N)nc1C
    -7%	-4%	-2%	-2%	13%	8%	44%	-16%	6%[12.7 µM]
> COc1ccc2c(c1)CCc1c(C(=O)Nc3c(C)n(C)n(-c4ccccc4)c3=O)noc1-2
    -2%	4%	-14%	3%	3%	3%	12%	-17%	-46%[59 µM]
> Cc1ccc(-c2nc(N)n(C(=O)c3cccnc3)n2)cc1
    -6%	7%	-1%	-7%	0%	0%	5%	-18%	-13%[12.7 µM]
> Cc1ccc(-n2c(C)cc(/C=C3\NC(=O)NC3=O)c2C)c(C)c1
    -14%	40µM*	-20%	-8%	-4%	190%[activator]	2%	-16%	?
> Cc1ccc(C)c(S(=O)(=O)N2CCCC2CNC(=O)C(=O)NCC2CCCO2)c1 (configuration not stated)
    -7%	10%	·	·	12%	21%	·	-8%	1%
> CC(Oc1ccccc1F)C(=O)NNC(=O)CCS(=O)(=O)c1ccccc1Cl (configuration not stated)
    -18%	-4%	·	·	17%	29%	·	-22%	-4%
> N#Cc1nc(-c2ccccc2F)oc1NCCc1ccccn1
    -9%	22%	-2%	3%	3%	44%[activator]	?	-5%	4%
> CCOc1ccc2nc(C)cc(C(=O)O)c2c1
    -5%	3%	0%	-1%	-1%	4%	-12%	9%	23%[12.7 µM]
> Nc1cccc2c1C(=O)N(C(=O)c1cccc(S(=O)(=O)N3CCCCCC3)c1)C2=O
    2%	8%	·	-11%	-2%	-14%	-14%	-2%	?

Ten entries already listed, sorted by length of the SMILES, low to high.
Results follow in this order: Pol kappa inh	BAZ2B inh	Anesthetic bind	BLM inh	APEX1 inh	POLI inh	Pol beta inh	POLH inh	G9a inh
> COCCCNC(=O)COc1ccc(Cl)c(C)c1
    -13%	9%	-10%	2%	11%	0%	3%	-11%	-11%
> N#Cc1nc(-c2ccccc2F)oc1NCCc1ccccn1
    -9%	22%	-2%	3%	3%	44%[activator]	?	-5%	4%
> COCc1cc(=O)n2c(-c3ccccc3OC)n[nH]c2n1
    -16%	-28%	-9%	0%	1%	4%	-1%	-18%	3.2µM*
> Cc1ccc(-c2nc(N)n(C(=O)c3cccnc3)n2)cc1
    -6%	7%	-1%	-7%	0%	0%	5%	-18%	-13%[12.7 µM]
> Cc1ccc(-n2c(C)cc(/C=C3\NC(=O)NC3=O)c2C)c(C)c1
    -14%	40µM*	-20%	-8%	-4%	190%[activator]	2%	-16%	?
> Cc1ccc(C)c(S(=O)(=O)N2CCCC2CNC(=O)C(=O)NCC2CCCO2)c1 (configuration not stated)
    -7%	10%	·	·	12%	21%	·	-8%	1%
> COc1ccc2c(c1)CCc1c(C(=O)Nc3c(C)n(C)n(-c4ccccc4)c3=O)noc1-2
    -2%	4%	-14%	3%	3%	3%	12%	-17%	-46%[59 µM]
> CN(c1ccc(-c2csc(NC(=O)C3CC(=O)N(Cc4ccco4)C3)n2)cc1)S(C)(=O)=O (configuration not stated)
    ?	?	·	·	-27%	45µM*	·	50µM*	?
> O=C1C2N=NN(CC(=O)N3N=C(c4cccc5ccccc45)CC3c3ccccc3)C2C(=O)N1c1ccccc1 (configuration not stated)
    -16%	-2%	-13%	-5%	-1%	?	-1%	-9%	-48%[59 µM]
> Cc1cccc(CN2C(=O)c3ccccc3S(=O)(=O)c3ccc(C(=O)N4CCN(c5cc(C)ccc5C)CC4)cc32)c1
    -13%	-23%	-23%	-5%	·	12%	-1%	-23%	?
